Screens as filed in PubChem.
Cycloheximide cs – counter-screen for Shiga toxin inhibitors: cycloheximide protein synthesis inhibition | cell reporter, cycloheximide protein synthesis inhibition counterscreen | max response, % | 300,000 tested, 12% active; in the data active = max response mostly above about 13%, no sharp cut-off; inactive = mostly below about 14%; also: read at 38.3 µM for the half of the compounds with a filed dose; 0% is about no effect
AMA1-RON2 inh – inhibitors of Plasmodium falciparum AMA1-RON2 interaction; AlphaScreen AMA1-biotinylated RON2 peptide binding; Potency, µM (titrated, usually from 58.2 µM), for inactives: at the highest dose activity change, negative = inhibition, actives largely listed as inhibitors; 360,000 tested, 0.2% active; AID 720542;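 also: potency is read from the fitted curve at half-maximal effect; 0% = vehicle wells and -100% = peptide control; nearly all actives have a fitted effect of over 45% in size; some results filed as inactive show a strong effect at the top dose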
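AMA1 (3D7) with his tag at 25 nM final met compounds first, then biotinylated RON2 peptide at 25 nM; detection used donor plus acceptor beads, 10 µg/mL apiece, read by AlphaScreen after 30 min at room temperature.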
Pf growth 48h – inhibits P. falciparum growth in the first generation, 48 h; Potency, µM (titrated, usually from 28.7 µM), inactives show at the highest dose activity change, negative = inhibition, usual class: inhibitors; 310,000 tested, 5.9% active; P. falciparum luciferase growth in erythrocytes, 48 h; AID 504832; also: potency is read from the fitted curve at half-maximal effect; % is scaled to controls: 0 for no effect and ±100 for the full control effect
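Read-out is firefly luciferase luminescence from an integrated reporter in P. falciparum, so falling signal marks reduced parasite growth. Infected erythrocytes were at 2% hematocrit and 0.1% parasitemia (final) in Albumax-supplemented RPMI 1640.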
Pf growth 96h – P. falciparum growth inhibition at 96 hour, primary screen for plastid delayed-death inhibitors; P. falciparum luciferase reporter growth, 96 h; Potency, µM (top dose mostly 28.7 µM), for inactives: at the highest dose activity change, negative = inhibition, actives largely listed as inhibitors; 320,000 tested, 6.9% active; AID 504834; also: potency is read from the fitted curve at half-maximal effect; % is scaled to controls: 0 for no effect and ±100 for the full control effect
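Two parasite generations (96 h, 37 C, 5% CO2) of compound exposure in infected erythrocytes (0.05% parasitemia, 2% hematocrit). Luciferase-reporter P. falciparum; decreased luminescence indicates inhibited growth, aimed at apicoplast-acting delayed death.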
Shiga inhibitor – Shiga toxin inhibition | Vero cells, Shiga toxin protein synthesis inhibition reporter | 290,000 tested, 9.2% active | inhibition, % at 38.7 µM | AID 2315; in the data active = inhibition mostly above about 28%, no sharp cut-off; inactive = mostly below about 43%; also: 0% is about no effect
LmPK inh – inhibitors of Leishmania mexicana pyruvate kinase; 290,000 tested, 0.37% active; AID 1721; purified LmPK, Kinase-Glo ATP luminescence, 1 h; Potency, µM (highest dose often 57.5 µM), for inactives: at the highest dose activity change, negative = inhibition, usual class: inhibitors; Q27686; also: potency is read from the fitted curve at half-maximal effect; % is scaled to controls: 0 for no effect and ±100 for the full control effect
Target sequence (Q27686 whole entry, looked up): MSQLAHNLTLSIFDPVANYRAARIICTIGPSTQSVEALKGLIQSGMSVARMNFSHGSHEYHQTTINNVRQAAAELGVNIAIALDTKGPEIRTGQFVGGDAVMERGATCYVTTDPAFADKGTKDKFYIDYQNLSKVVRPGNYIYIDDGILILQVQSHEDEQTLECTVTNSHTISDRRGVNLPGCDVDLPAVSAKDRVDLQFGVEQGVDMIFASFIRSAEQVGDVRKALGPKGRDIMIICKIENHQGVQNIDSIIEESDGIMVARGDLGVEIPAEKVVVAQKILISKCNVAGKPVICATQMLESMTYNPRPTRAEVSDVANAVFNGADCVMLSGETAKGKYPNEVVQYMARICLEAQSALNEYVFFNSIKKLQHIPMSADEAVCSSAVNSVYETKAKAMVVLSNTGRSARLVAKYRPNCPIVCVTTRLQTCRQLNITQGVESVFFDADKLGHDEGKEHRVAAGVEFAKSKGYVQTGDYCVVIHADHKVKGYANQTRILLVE
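Pyruvate kinase activity monitored as ATP production (luciferase luminescence). Conditions: 0.1 nM enzyme, 0.5 mM PEP, 0.1 mM ADP, 1 h, RT; normalized against uninhibited and no-enzyme wells.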
TbPYK inhibitor – T. brucei pyruvate kinase inhibition. AID 624173. Q57TT1. 410,000 tested, 0.12% active. Potency, µM (highest dose often 76.8 µM), without a hit: at the top dose activity, negative = inhibition, usual class: inhibitors. TbPYK enzyme, Kinase-Glo Plus ATP luminescence, 45 min; also: potency is read from the fitted curve at half-maximal effect; % is scaled to controls: 0 for no effect and ±100 for the full control effect; nearly all actives have a fitted effect of over 50% in size
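Luminescent Kinase-Glo Plus end-point after 45 min room-temperature reaction of T. brucei pyruvate kinase started with 130 uM ADP (final). Buffer TEA 50 mM pH 7.2 with KCl, MgCl2, BSA, Tween-20; titration-based qHTS with fitted concentration-effect curves.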
* marks the source's active call; other numbers are inactive results; ? = inconclusive; / = not tested or not shown; & = joins results of further samples; [ ] = remark or other dose. Unless noted, calls follow the shape of the dose curve; as a rule, active = well fitted curve in the direction sought with a large enough effect; inconclusive = small, poorly fitted or top-dose-only effect, or another doubt; inactive = no such curve, though single readings can be large; an effect the other way counts as inactive or inconclusive.

SMILES	Cycloheximide cs	AMA1-RON2 inh	Pf growth 48h	Pf growth 96h	Shiga inhibitor	LmPK inh	TbPYK inhibitor
O=C(Nc1ccc(Nc2ccccc2)cc1)c1ccc(F)cc1	36*	-18%	?	-10%	33*	1%	4%
COc1cccc(NC(=S)NCCN2CCOCC2)c1	-4	-8%	12%	?	10	-4%	-8%
O=C1NCC2=C1C(c1ccc(Br)cc1)Nc1ccccc1N2 (configuration not stated)	22*	13%	20%	-3%	77*	-5%	-13%
CCOC(=O)N1CCN(S(=O)(=O)N2CCCC(C(=O)NCc3ccc(F)cc3)C2)CC1 (configuration not stated)	-2	-15%	-1%	?	-4	4%	5%
Cc1ccc(S(=O)(=O)NCC(=O)N(CC(=O)NC2CCCC2)CC2CCCO2)cc1 (configuration not stated)	-3	-3%	-8%	32%	-5	2%	-24%
COc1ccc(NC(=O)COC(=O)CCCOc2ccc(Cl)cc2Cl)cc1Cl	10	-12%	1%	56%[activator]	-2	-3%	-20%
CCC(C)(CN(C)C)OC(=O)c1ccccc1 (configuration not stated)	/	-3%	33%[activator]	3%	/	/	7%
COc1ccc(-c2nnc(CSc3nc4ccccc4c(=O)n3CC3CCCO3)o2)cc1OC (configuration not stated)	-2	10%	-9%	?	16	-2%	-2%
CCCN(CCC)S(=O)(=O)c1ccc(C(=O)Nc2cc3oc4ccccc4c3cc2OC)cc1	19*	8%[2.32 µM]	10µM*	-1%	-11	0%	-3%
Nc1nc(-c2ccccc2)c(N=Nc2cccc3ccccc23)s1	8	16µM*	11%	?	-4	-18%	-7%
C[C@H](NC(=O)[C@@H]1Cc2ccccc2CN1C(=O)OC(C)(C)C)C(=O)NCc1ccco1	-8	12%	?	?	2	-10%	-3%
COCC(C)OC(=O)C(C#N)c1nc2ccccc2nc1N1CCN(Cc2ccccc2)CC1 (configuration not stated)	-3	-4%	/	?	-2	6%	-4%
Cn1c(CS(=O)Cc2c(Cl)cccc2Cl)nnc1SCc1ccc(Cl)cc1 (configuration not stated)	-4	1%	?	31%[activator]	-3	3%	2%
O=C1NC(=S)/C(=C\c2ccc(-c3ccccc3Cl)o2)S1	11	0%	25%	-10%	31*	-1%	1%
COc1ccc(C(=O)N2CCC(n3nnc4cc(F)ccc43)CC2)cc1OC	-1	8%	-17%	14%	-11	-2%	-1%
Cc1ccc(Oc2ncccc2N)c2c1CCC2	-2	-5%	-7%	64%[activator]	13	4%	-1%
COCc1ccc(CN2CCCC(C(=O)c3sccc3C)C2)o1 (configuration not stated)	1	19%	14%	15µM*	-9	-2%	-1%
CNC(=O)/C(C#N)=C/c1c(N(Cc2ccccc2)Cc2ccccc2)nc2c(C)cccn2c1=O	-4	4%[2.32 µM]	13µM*	2.9µM*	-11	0%	0%
CCc1ccccc1NC(=O)c1cccc(Oc2ccc([N+](=O)[O-])cc2Cl)c1	-1	-17%	?	3%	-9	7%	-8%
COCCNC(=O)C(c1ccc(O)cc1)N(Cc1ccco1)C(=O)CCC(=O)Nc1ccccn1 (configuration not stated)	-1	0%	-3%	18%	-3	3%	-2%
CCOC(=O)C1(Cc2ccccc2C)CCCN(C(=O)CN2C(=O)CSC2=O)C1 (configuration not stated)	43*	-1%	18%	?	79*	-1%	2%
COC(=O)C1=C(C(=O)OC)[C@@H]2N(Cc3ccccc3)c3ccccc3[C@@]23C[C@@H](C(=O)OC)N(C(=O)c2cccs2)C3=N1	3	-12%	28%	?	-2	4%[11.5 µM]	14%
COc1cc(/C=N/O)cc(Br)c1OS(=O)(=O)c1ccc(C)cc1	1	23%	-7%	?	9	4%	2%
CC(=O)Nc1ccc(Oc2ccc(-c3noc(C)n3)cc2)cc1	12	0%	?	-1%	82*	-1%	-3%
CN(CC(=O)Nc1n[nH]c(=S)s1)S(=O)(=O)c1cccc2cccnc12	-5	81%[activator]	-5%	5.2µM*	-7	1%	?
Cc1ccc(CNC(=O)CSc2nc3n[nH]c(C)c3c(=N)n2-c2cccc(C)c2)cc1	-2	39%[activator]	/	9.3µM*	-6	3%	0%&-6%
CCCn1c(SCC(=O)N2CCc3ccccc32)nnc1-c1ccncc1	1	/	0%	17%[5.75 µM]	14	4%	/
C#CCOCCOCCOCCNc1nc(N2CCN(C(=O)[C@H](CCC(=O)O)n3cc(C(N)CO)nn3)CC2)nc(N2CCN(C(=O)[C@H](CCCCN)n3cc(C(N)CC(C)C)nn3)CC2)n1 (some centres not stated)	-2	/	61%[activator]	79%[activator]	3	-7%	/
Cc1ccc2[nH]c(C(=O)N3CCCCC3)cc2c1	26*	-3%	62%[activator]	149%[activator]	/	1%	-9%
CCC(C)NC(=O)CSc1nc2ccc(N3CCOCC3)cc2c(=O)n1CCc1ccccc1 (configuration not stated)	6	/	6%	?	14	2%	/
CC(=O)c1ccc(NC(=O)CCc2nnc3ccc(N4CCC5(CC4)OCCO5)nn23)cc1	47*	0%	9%	-14%	82*	-5%	4%
CC(=O)C1(C)N(O)C(C)(C)C(c2ccco2)=[N+]1[O-] (configuration not stated)	-1	10%	7%	41%[activator]	-5	-4%	-2%
COc1ccc(CNC(=O)Nc2cccc(C(F)(F)F)c2)cc1OC	4	-5%[11.6 µM]	5%	-22%	17	4%	-5%
O=C(NCC1CCCO1)/C(=C\c1ccccc1)NC(=O)c1ccccc1 (configuration not stated)	-1	4%	23%	30%[activator]	-2	1%	-4%
COc1ccc(/C=N/Nc2nc(C)cc(-c3ccccc3)n2)c(OC)c1	1	3%	-11%	?	-9	-2%	2%
COc1cc(OC)cc(C(=O)Nc2nnc(NC(=S)Nc3ccccc3)s2)c1	11	37%[activator]	34%[activator]	10%	-15	-1%	-18%
CC(C)=C1C2CCC1C(C(=O)Nc1sc(C)c(-c3ccc(C(C)C)cc3)c1C(N)=O)C2C(=O)O (configuration not stated)	-2	0%	?	?	18	5%	-9%
COc1ccc(NC(=O)CSC2CCCCC2)cc1	61*	-2%	133%[activator]	/	153*	0%	-2%
O=C(O)CCC(=O)Nc1ccc(Sc2ccc([N+](=O)[O-])cc2)cc1	-1	-3%	9%	-7%	-9	3%	-10%
CCc1nnc(NC(=O)c2sc3nc(C)cc(COC)c3c2N)s1	16	178%[activator]	1%	?	53	2%	-5%
Cc1ccc(-c2csc3nc4c5ccccc5c(NCCCN5CCOCC5)nn4c(=O)c23)cc1	-3	/	?	49%[1.15 µM]	2	-3%	/
COc1ccc(CC(=O)Nc2ccc(S(=O)(=O)N(C)C)cc2)cc1OC	-4	4%	5%	-22%	-13	1%	1%
COc1ccc(-c2cc(-c3ccccc3)c(C#N)c(SCC(=O)Nc3ncc(C)s3)n2)cc1	-3	10%	13µM*	-13%	-3	0%	-5%
O=C(Nc1ccc(C(=O)N2CCCC2)cc1)c1ccccc1[N+](=O)[O-]	-2	-20%	0%[5.75 µM]	8%	2	-17%	-4%
Cc1cc(N/N=C/c2ccc(O)cc2O)nc(-n2nc(C)cc2C)n1	0	22%	1.9µM*	?	5	1%	-13%
Cc1ccc(C(=O)N2CC(=O)Nc3ccc(F)cc3C2c2ccc(F)cc2)cc1[N+](=O)[O-] (configuration not stated)	10	-20%	?	0%	10	2%	5%
O=C(CCCn1nnc2ccccc2c1=O)N[C@H](C(=O)O)c1ccccc1	-1	39%[activator]	?	30%	-7	1%	2%
COc1cc(Br)cc(CNc2ccc(F)c([N+](=O)[O-])c2)c1O	13	-10%	5%	-10%	-1	-1%	-3%
COC(=O)c1ccc(NC(=O)CN2C(=O)C3C4C=CC(C4)C3C2=O)cc1 (configuration not stated)	6	2%	/	-1%	17	13%	-1%
O=C(CCC1N=C2c3ccccc3N=C(SCC(=O)NCc3ccco3)N2C1=O)NCc1ccco1 (configuration not stated)	0	-14%	-17%	?	-8	9%	7%
COc1ccc(CNC(=O)Cc2cccs2)cc1OC	28*	6%	-21%[0.00184 µM]	48%[activator]	54	-2%	2%
CCOc1ccc(/C=N/OCC(=O)NCc2ccco2)cc1	11	3%	1%	14%	-13	2%	?
CC(=O)Nc1cccc(NC(=O)Cc2cccs2)c1	-1	-3%	-4%	?	-7	1%	-10%
Cc1cc(C)n2c(Br)c(CSc3nc4ccccc4o3)nc2n1	41*	-5%	71%[activator]	12%	40	4%	1%
CS(=O)(=O)c1ccc(CNC(=O)C2(C(F)(F)F)C/C(=C\Cc3ccccc3)CCCO2)cc1 (configuration not stated)	-1	17%	/	/	-2	/	2%
NC(=O)N=Nc1c2[nH]c3ccccc3nc-2c2ccccc12	1	-4%	?	?	8	3%	2%
